GPR7 antagonist = GPR7 receptor antagonists, primary screen, cell-based, fluorescence, single concentration. Neuropeptides B/W receptor type 1 (Homo sapiens), P48145. GPR7-expressing cells, fluorescence antagonist assay. inhibition, % at 4.4 µM. 290,000 compounds, 1.1% hits; in the data active means inhibition above about 16%, passing the limit was not always enough;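 further: cells stimulated with the agonist NPW; 0% = agonist with vehicle and 100% = vehicle without agonist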
Target sequence (P48145 whole entry, looked up): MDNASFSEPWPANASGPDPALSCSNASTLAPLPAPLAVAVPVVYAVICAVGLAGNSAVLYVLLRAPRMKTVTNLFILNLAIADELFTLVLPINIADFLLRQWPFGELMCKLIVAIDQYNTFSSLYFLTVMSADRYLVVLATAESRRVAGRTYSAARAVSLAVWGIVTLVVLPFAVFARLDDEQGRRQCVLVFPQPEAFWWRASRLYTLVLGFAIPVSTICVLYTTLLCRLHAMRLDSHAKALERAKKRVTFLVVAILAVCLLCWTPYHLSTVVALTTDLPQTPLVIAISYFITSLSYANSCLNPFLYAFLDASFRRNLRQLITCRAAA
M18AAP inhibitor = PfM18AAP inhibitors, malaria aminopeptidase, primary screen, biochemical, QFRET, recombinant enzyme. M18 aspartyl aminopeptidase (Plasmodium falciparum 3D7). H-Glu-NHMec fluorogenic cleavage. inhibition, % at 7.35 µM. 290,000 compounds, 1.2% hits. AID 1822, 2009;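 active means inhibition above the campaign mean inhibition over all tested compounds plus 3 SD, cut at about 28% in these data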;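 further: 0% = plate median of test compound wells and 100% = 2 mM ZnCl2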
OXTR potentiate = human OXTR potentiators, primary screen, fluorescence, CHO-OTR cells, Fluo-8 calcium; activation, % at 3 µM; Oxytocin receptor (Homo sapiens), P30559; 320,000 compounds, 0.061% hits; Fluo-8 calcium fluorescence, potentiator mode; 0% = oxytocin EC15, 100% = EC100;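 active means activation above that plate's cutoff, the mean activation of tested compounds plus 3 SD, cut at about 6.6% in these data, passing the limit was not always enough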;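 further: 100% uses oxytocin at 75 nM as the full agonist control; some results filed as inactive read as strong as hits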
Target sequence (P30559 whole entry, looked up): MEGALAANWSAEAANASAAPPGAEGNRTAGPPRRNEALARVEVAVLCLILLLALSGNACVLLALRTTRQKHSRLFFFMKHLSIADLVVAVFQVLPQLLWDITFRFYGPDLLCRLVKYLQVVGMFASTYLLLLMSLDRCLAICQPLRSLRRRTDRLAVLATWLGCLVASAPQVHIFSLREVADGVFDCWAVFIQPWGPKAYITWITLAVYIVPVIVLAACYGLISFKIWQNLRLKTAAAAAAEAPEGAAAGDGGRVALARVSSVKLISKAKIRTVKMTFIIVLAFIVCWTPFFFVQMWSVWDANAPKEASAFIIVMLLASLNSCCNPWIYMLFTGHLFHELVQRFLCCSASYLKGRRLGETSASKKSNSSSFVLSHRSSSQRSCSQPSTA
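Assay system: CHO cell line stably expressing human OTR. Reagent: EC15 oxytocin agonist. Dosing: single dose, 3.0 µM nominal final compound concentration. Timing: compound 6 min at room temperature before oxytocin, 100 s read. Signal: kinetic Fluo-8 calcium fluorescence. Controls: oxytocin EC15 low and EC100 high.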
V1aR counter = agonists of human V1a receptor, primary screen, counter-screen for OXTR agonist project, fluorescence, CHO-V1R cells. Vasopressin V1a receptor (Homo sapiens), P37288. Fluo-8 calcium fluorescence, agonist mode; 0% DMSO, 100% 3 nM vasopressin. activation, % at 3 µM. 320,000 compounds, 0.25% hits. AID 2797, 2010;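 active means activation above the mean activation of all tested compounds plus 3 SD, per screening run, cut at about 20% in these data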;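 further: signal is peak over basal fluorescence ratio across a 100 second FLIPR read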
OXTR agonist = human OXTR agonists, primary screen, fluorescence, CHO-OTR cells, Fluo-8 calcium | Fluo-8 calcium fluorescence; normalized: DMSO 0%, oxytocin 100% | Oxytocin receptor (Homo sapiens), P30559 | AID 2435, 2010 | activation, % at 3 µM | 320,000 compounds, 0.32% hits;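 active means activation above the mean of all tested compounds plus 3 SD, cutoff set per screening run, cut at about 20% in these data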;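 further: peak over basal fluorescence ratio from a 100 s FLIPR kinetic read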
MEKK2 mut-MEK5 = MEK5 binding signal on mutant MEKK2 PB1, primary screen, biochemical, multiplex bead flow cytometry, Alexa488-MEK5. 290,000 compounds, 0.35% hits. Alexa488-MEK5 binding to MEKK2 mutant. percent response, % at 10 µM; in the data active means percent response above about 24%, passing the limit was not always enough; further: inactives centre near 1; some results filed as inactive read as strong as hits
MEKK2 WT-MEK5 = modulators of MEK5 binding to wildtype MEKK2, primary screen, biochemical, multiplex bead flow cytometry, Alexa488-MEK5; Mitogen-activated protein kinase kinase kinase 2 (Homo sapiens), Q9Y2U5; Alexa488-MEK5 binding to MEKK2 WT; actives lie on both sides; binding response (% of control), % at 10 µM; 290,000 compounds, 1.1% hits; in the data active means binding response below about 67% or above about 130%
NALP1 inh = NALP1 inflammasome inhibitors in reconstituted yeast, colorimetric, S. cerevisiae, triplicate retest; 280,000 compounds, 0.61% hits; S. cerevisiae NALP1/ASC/caspase-1 growth, X-gal OD620, 72 h; inhibition, % at 10 µM; AID 2071, 2009; in the data active means inhibition mostly above about 24%, no sharp cut-off; inactive means mostly below about 32%; further: some compounds called inactive have numbers as strong as hits
GalR3 antagonist = GalR3 antagonists in HEK293 cells, primary screen, cell-based, fluorescence readout | Galanin receptor type 3 (Homo sapiens), O60755 | HEK293 GalR3-CNG cAMP membrane potential fluorescence; galR3 body fused to GalR1 C-terminus | inhibition, % at 3 µM | 360,000 compounds, 0.44% hits | AID 651719, 2012;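 active means inhibition above the screen-wide average plus 3 SD, cut at about 13% in these data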;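 further: forskolin and galanin both at EC90 stimulate the cells; cAMP rise reported by CNG channel membrane potential dye signal; 0% = forskolin plus galanin with DMSO and 100% = forskolin alone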
Target sequence (O60755 1-299 limits assumed): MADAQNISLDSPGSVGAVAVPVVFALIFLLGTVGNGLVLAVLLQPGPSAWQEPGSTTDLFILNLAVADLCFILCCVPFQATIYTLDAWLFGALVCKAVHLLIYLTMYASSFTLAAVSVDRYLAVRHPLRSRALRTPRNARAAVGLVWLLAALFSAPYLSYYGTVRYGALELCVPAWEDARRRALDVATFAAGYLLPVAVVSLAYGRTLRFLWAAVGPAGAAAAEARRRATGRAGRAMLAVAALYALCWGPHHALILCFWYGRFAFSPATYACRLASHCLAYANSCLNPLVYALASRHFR
The depositor's hits bear a star; . = no result given.

SMILES	GPR7 antagonist	M18AAP inhibitor	OXTR potentiate	V1aR counter	OXTR agonist	MEKK2 mut-MEK5	MEKK2 WT-MEK5	NALP1 inh	GalR3 antagonist
Cn1c(Cn2cnc3ccccc32)nnc1SCC(=O)CC(=O)Nc1ccccc1	-9	4	-6	0.9	0.5	-1	98	0	-5
O=C(Nc1cccc(S(=O)(=O)N2CCCCC2)c1)c1cccs1	-7	0	-4	5.3	0.7	4	102	-3	-1
Cc1ccc2cccc(OCCOCCOc3ccccc3Br)c2n1	-1	-13	-6	2.2	0.2	2	106	8	-1
O=C(NN1C(=O)C2C3C=CC(C4CC34)C2C1=O)c1ccc(Cl)cc1 (stereo unspecified)	-2	-7	-4	1.0	0.7	10	105	-1	0
COc1cccc(NC(=O)Nc2nnc(Cc3ccccc3F)s2)c1	-1	-6	-19	2.0	1.8	2	102	19	-10
CCN1CCN(Cc2c(O)ccc3c(=O)c(-c4ccc(OC)c(OC)c4)c(C(F)(F)F)oc23)CC1	-4	5	3	0.5	1.6	-1	103	17	-3
Cn1c(=O)n(C)c2cc([N+](=O)[O-])c(N3CCN(S(C)(=O)=O)CC3)cc21	-12	2	-4	0.1	1.8	-1	104	16	-6
O=C(CSc1nncn1-c1ccccn1)Nc1cccc(Cl)c1	-3	-2	-7	2.1	0.2	0	107	8	0
Cc1ccc(-c2nn(C)c(=O)c3ccccc23)cc1CN1CCOCC1	-9	-5	-2	0.6	-1.6	3	106	2	-1
CC(=O)Nc1cccc(C(=O)OCc2csc(CC(=O)Nc3ccccc3C)n2)c1	.	.	-6	6.1	2.3	.	.	.	-5
CCOc1ccc(N2CC(C(=O)Nc3cccc(S(=O)(=O)N4CCCCC4)c3)CC2=O)cc1 (stereo unspecified)	12	1	-6	0.7	-1.1	-5	92	10	1
O=C(O)c1ccc(N2CCCCCC2)c(N2C(=O)c3ccccc3C2=O)c1	-7	6	-11	1.0	1.0	.	.	11	3
CCOC(=O)CCCNC(=O)COC(=O)c1ccc(O)cc1	2	3	-12	1.8	0.7	5	109	46	-2
CCCOC(=O)Oc1ccc2c(=O)c(Oc3cc(C)cc(C)c3)coc2c1	-6	8	-11	-0.6	-2.0	-1	100	29	0
CSc1nnc2c(n1)OC(c1ccccn1)N(C(C)=O)c1ccccc1-2 (stereo unspecified)	-11	11	4	-0.1	0.0	0	99	-2	-3
Cc1ccccc1C(=O)N1N=C(c2ccc(NS(C)(=O)=O)cc2)CC1c1cccs1 (stereo unspecified)	5	7	3	2.2	-0.5	5	101	-4	-6
COc1cccc(-c2noc(N)c2C#N)c1	-12	5	1	0.9	0.5	2	97	0	-6
CN(C)c1nnnn1-c1cccc(Oc2ncc(C(F)(F)F)cc2Cl)c1	-1	-17	-9	0.4	0.7	-3	97	-1	-2
CCc1nnc(NC(=O)CSc2nnc(CNc3ccc(Cl)cc3)o2)s1	8	26	-9	1.9	4.5	5	101	0	.
CN(C)S(=O)(=O)c1cccc(COc2ncnc3c(Cl)cc(Cl)cc23)c1	12	-5	-5	1.7	0.7	-3	101	18	1
CCc1cc(=O)oc2cc(OC(=O)CN3C(=O)NC4(CCCC4)C3=O)ccc12	-6	-15	-2	0.6	0.6	6	103	4	-2
CCOC(=O)C1=NOC2COC3(CCN(c4ncccn4)CC3)OCC12 (stereo unspecified)	-3	0	2	0.8	1.4	-1	103	-1	6
Cc1noc(C)c1CSCC(=O)OCC(=O)N1CC(=O)Nc2ccccc21	-14	6	-12	1.3	0.2	2	102	2	-5
Cc1ccc(-c2csc(=S)n2CC(=O)OCC(=O)NC(C)C(C)C)cc1 (stereo unspecified)	1	3	-5	3.1	-1.7	-4	91	19	-6
O=C(COC(=O)c1ccc(S(=O)(=O)N2CCCCC2)cc1)NCc1ccco1	-8	0	-10	0.5	-0.1	0	94	-8	-5
O=C(Nc1ccc(N2CCCCC2)c(Cl)c1)c1ccc2c(c1)OCCO2	-8	2	-11	-0.1	-1.5	2	109	11	-6
O=C(Nc1ccnn1C1CCN(Cc2cc(Cl)ccc2O)CC1)c1cccnc1	-6	-5	-13	-0.4	1.7	3	106	12	-3
COc1ccc(OCc2nnc3n2N=C(c2ccc(OC)cc2)CS3)cc1	4	3	-6	0.2	-0.6	-2	93	-22	7
O=C(c1cccs1)N1CCCC(c2nc3c(nnn3Cc3ccc(F)cc3)c(=O)[nH]2)C1 (stereo unspecified)	6	4	-1	0.4	-0.3	-1	103	2	-7
CCn1c(-c2nn(C)cc2Cl)n[nH]c1=S	-7	15	-3	-0.6	-1.1	0	101	-2	2
O=C(/C=C/c1ccco1)NCCc1ccc(F)cc1	0	-23	-17	-0.7	-1.8	7	104	17	-9
CCCN(Cc1ccccc1)C(=S)Nc1cccc(C)c1C	-6	-3	-4	-1.9	-1.6	-10	89	15	-4
COc1ccccc1C(=O)NCCC(=O)Nc1ccc(S(=O)(=O)Nc2ncccn2)cc1	.	.	-2	0.0	0.3	.	.	.	-6
O=C(Cn1c(C(F)(F)F)nc2ccccc21)c1ccc(Cl)cc1	-3	-1	-4	-1.3	-1.3	3	99	35	-8
Nc1ccc2nc(-c3ccc(N)c(Cl)c3)[nH]c2c1	0	11	-8	0.5	-0.1	3	94	0	2
CCOc1cc(CN2CCCC(N3CCc4ccccc4C3)C2)ccc1O (stereo unspecified)	1	3	.	.	.	-1	102	-53	-8
CC(OC(=O)c1nsc(Cl)c1Cl)C(=O)NCc1ccc2c(c1)OCO2 (stereo unspecified)	1	6	-3	0.0	-0.9	-1	101	9	-1
O=C(/C=C\NCC(=O)c1ccccc1)c1ccc2ccccc2c1	-3	0	-6	0.2	-1.4	11	91	25	-8
COc1cccc(/C=N/Nc2nc(Nc3ccc([N+](=O)[O-])cc3)nc(N3CCCC3)n2)c1O	-11	3	-9	-1.2	-1.6	-6	97	-62	-4
CC1CCCN(C(=O)c2cc(-c3ccco3)nc3ccccc23)C1 (stereo unspecified)	.	.	-2	-0.1	-1.8	.	.	.	-6
Cc1cccc(NC(=O)CSc2nnc(NC(=O)c3ccco3)s2)c1	-12	2	-11	1.1	1.8	-2	103	1	-7
O=c1c2ccccc2nc2n1-c1ccccc1CCC2	-16	4	-5	1.1	-0.8	-2	96	-7	0
Cc1nc(CNS(=O)(=O)c2ccc(F)cc2)cs1	-5	-11	.	.	.	9	104	19	-10
C=C(C)C(=O)Nc1cccc(C2=NOC3(C2)C[C@@H](C(N)=O)N(C(=O)/C=C/C=C/C)C3)c1 (stereo partly specified)	.	.	-11	0.8	-0.8	-37	70	.	-3
CCSc1nnc(NC(=O)Cn2cnc3c2c(=O)n(C)c(=O)n3C)s1	-8	1	1	0.5	0.2	0	97	-9	-1
O=C1Cc2cc(S(=O)(=O)Nc3ccccc3Cl)cc3c2N1CCC3	4	-2	-4	0.7	-0.1	-3	95	11	-8
COC(=O)Cn1cc(C(=O)C(C)(C)C)c2ccccc21	-9	-2	-3	-0.1	0.0	-19	83	4	-3
COc1ccccc1CNC(=O)CN(C)Cc1ccc(SC)cc1	26*	-2	-9	0.9	-2.3	-1	103	23	-11
Cc1c(NC(=O)CN2CCN(C(=O)c3ccco3)CC2)c(=O)n(-c2ccccc2)n1C	-7	-8	-2	0.8	0.7	5	104	-6	-8
Cc1coc(C)c1C(=O)CC1(O)C(=O)Nc2cc(Cl)cc(Cl)c21 (stereo unspecified)	-4	2	-14	0.7	0.9	5	100	-15	-2
CN(C)S(=O)(=O)c1ccc(-c2csc(N/N=C/c3ccco3)n2)cc1	17	1	-8	12	11	20	117	.	-5
COCc1cc(=O)[nH]c2c1c(-c1ccccc1)nn2C	2	0	-9	-0.6	0.5	-3	96	5	-7
COC(=O)c1ccc(COC(=O)c2ccc(CO)cc2)o1	-8	1	-6	1.0	0.6	-1	94	23	-3
O=C(CC1SC(=Nc2ccc(OC(F)F)cc2)N(CCN2CCOCC2)C1=O)Nc1ccccc1 (stereo unspecified)	10	-9	-2	2.5	6.5	5	113	.	-7
O=C(NCc1ccccn1)c1ccc(Cn2c(=S)[nH]c3ccc(Br)cc3c2=O)cc1	-10	-4	-6	0.0	-0.1	-7	91	-9	3
COc1nc(-c2ccccc2)nc(-c2ccccc2)c1C	.	.	-3	-0.2	-0.5	.	.	.	-4
COCC(C)N1CCC(n2nccc2NC(=O)CCOc2ccccc2)CC1 (stereo unspecified)	0	-16	4	-0.2	0.0	8	110	4	-1
Clc1ccc(C2=CC(c3ccco3)n3ncnc3N2)cc1 (stereo unspecified)	22	10	-11	12	7.8	3	100	4	0
CC(=O)c1cccc(Oc2ncccn2)c1	26	-2	-6	1.0	-0.2	-1	101	13	-6
Cc1cccn2c(=O)c3cc(C(=O)NCc4ccco4)c(=N)n(C(C)C)c3nc12	-20	17	-6	-0.9	-1.6	-3	95	25	-4
Additional records.
SMILES	GPR7 antagonist	M18AAP inhibitor	OXTR potentiate	V1aR counter	OXTR agonist	MEKK2 mut-MEK5	MEKK2 WT-MEK5	NALP1 inh	GalR3 antagonist
Clc1nnc(N2CCCCC2)c2ccccc12	-9	3	-1	-1.4	-2.5	-3	97	-16	-1
O=C(Cc1cccc(NC(=O)C2CCCN(C(=O)C3CC3)C2)c1)Nc1cccc(C(=O)N2CCCC2)c1 (stereo unspecified)	.	.	-1	-0.1	-0.2	.	.	.	-5
COc1ccc(-n2c(C)cc(-c3cn4cccc(C)c4n3)c2C)cc1	-14	7	-2	-1.3	-0.5	-5	96	13	-8
COc1cc(C(=O)OC(C)c2ccc(F)cc2)ccc1OCC(=O)N1CCOCC1 (stereo unspecified)	.	.	1	1.4	2.5	.	.	.	-5
O=c1oc2ccccc2cc1-c1nc2c(s1)CCCC2	0	5	-5	-0.5	-1.4	.	.	-8	-8
COc1ccccc1NC(=O)c1ccc(NC(=O)CN2CCN(C(=O)c3ccco3)CC2)cc1	-14	3	-11	0.9	0.6	7	106	-11	-7

Compound activity (PubChem)
